Source: PubChem BioAssay
SRC1 TRFRET art: counter-screen for PPARgamma SRC-1 recruitment agonists: TR-FRET artefact; AID 1051; TR-FRET ratio at 8 µM; TR-FRET detection artefact counter-screen, emission ratio; hits give high values; 99,000 compounds, 0.34% hits; in the data active = TR-FRET ratio above about 2300; note: inactives centre near 1800; reference of the scale not given here
SRC3 TRFRET art: counter-screen for PPARgamma SRC-3 recruitment agonists: TR-FRET artefact | TR-FRET ratio at 8 µM | PPARgamma/SRC-3 format; hits give high values | 99,000 compounds, 0.39% hits; in the data active = TR-FRET ratio above about 2000; note: inactives centre near 1600; reference of the scale not given here
Numbers without * were called inactive.

Compound	SRC3 TRFRET art	SRC1 TRFRET art
O=C(N/N=C1\CC(c2ccccc2)Oc2ccccc21)c1ccccn1 (stereo unspecified)	1501	1696
COc1ccc(C2C(C(=O)NCc3ccco3)c3ccccc3C(=O)N2C)cc1 (stereo unspecified)	1537	1713
CCC(=O)c1ccc(N2CCN(C(=O)c3ccccc3Br)CC2)c(F)c1	1667	1842
CCCCCCn1c(CN2CCN(C)CC2)nc2c1c(=O)n(C)c(=O)n2C	1698	1869
CN(Cc1nc2c(s1)CCCC2)C(=O)CCc1nnc(-c2ccccc2)o1	1449	1904
CC(C)[C@H](NC(=O)c1ccccc1Cl)C(=O)OCc1cc([N+](=O)[O-])cc2c1OCOC2	1514	1677
COc1ccc(CN(C)CC(=O)Nc2ccccc2C(F)(F)F)cc1	1630	2106
CCn1nc(C)c(/C=N/NC(=O)Cn2nccc2C)c1C	1474	2005
CCOC(=O)CSc1nc(=O)n2ccccc2n1	1466	1639
C/C(=N\NC(N)=O)c1ccc(-n2ccnc2)cc1	1659	1678
CCOc1cccc(C(=O)NC(=S)Nc2cccnc2)c1	1654	1783
Cc1cc(C)nc(SCC(=O)Nc2ncccn2)n1	1762	1751
CN1c2ccccc2-c2nc3ccccc3n2C1c1cccs1 (stereo unspecified)	1669	1709
COCCNC(=O)/C(C#N)=C/c1c(F)cccc1Cl	1618	1794
CC1CN(C(=O)/C=C/c2ccccc2[N+](=O)[O-])CC(C)O1 (stereo unspecified)	1630	1628
C[C@@H]1CC[C@@]2(O[C@H](CCO)C[C@@H](O)[C@@H]2O)O1	1521	1651
Cc1ccc(NC(=O)C2(c3cccs3)CCOCC2)cc1C	1406	1693
Cc1cccc(NC(=S)N(CCCN2CCOCC2)C(C)c2cc3ccccc3o2)c1 (stereo unspecified)	1574	1860
COc1ccc(CCNC(=O)CC(c2ccccc2)c2cccc(C)c2O)cc1OC (stereo unspecified)	1537	1785
O=C(CNS(=O)(=O)c1ccc(F)c(Cl)c1)N1CCCCCC1	1524	1983

Already shown: entries from further up.
Compound	SRC3 TRFRET art	SRC1 TRFRET art
COc1ccc(CCNC(=O)CC(c2ccccc2)c2cccc(C)c2O)cc1OC (stereo unspecified)	1537	1785
O=C(CNS(=O)(=O)c1ccc(F)c(Cl)c1)N1CCCCCC1	1524	1983

Next structures:
Compound	SRC3 TRFRET art	SRC1 TRFRET art
CCOC(=O)c1ccc[n+](CC(=O)c2ccccc2)c1	1516	1794
CN1CCN(/N=C/c2ccc(-c3ccccc3)cc2)CC1	1709	1589
Cc1c(Cl)cccc1Nc1ccccc1C(=O)O	1356	1673
O=C(COC(=O)C1(c2ccccc2F)CCCC1)N1CCc2ccccc21	1569	2105
O=C(Nc1ccc(Br)cc1)N1CCCC(O)C1 (stereo unspecified)	1627	1941
OC(COc1ccc(Br)cc1)CN1CCOCC1 (stereo unspecified)	1589	1872
CCOC(=O)c1ccc(CNC(=O)Cn2nnc(-c3ccccc3F)n2)o1	1768	1945
CSc1ccc(/C=N/NC(=O)c2ccc(C)c(C)c2)cc1	1546	1922
CCOC(=O)C1CCN(c2ncnc3c2nnn3Cc2ccccc2Cl)CC1	1773	1769
CCn1c(SCC(=O)Nc2cccnc2Cl)nnc1-c1ccccc1	1770	2089
O=S(=O)(Nc1cccnc1)c1ccccc1	1271	1667
COc1ccc(CCNC(=O)CCCOc2cc(=O)n(C)c3ccccc23)cc1OC	1637	1753
CCOC(=O)c1ccc(NCCOC)c([N+](=O)[O-])c1	1718	1844
CCN(CC)S(=O)(=O)c1ccc2c(c1)c(=O)c(C(=O)NCc1ccc3c(c1)OCO3)cn2C	1722	1901
CC(C)(C)NC(=O)NC(=O)COC(=O)c1cccc(F)c1	1464	1857
O=C(NCCC1=CCCCC1)C(=O)NCC(c1ccco1)N1CCN(c2ccccc2)CC1 (stereo unspecified)	1602	1554
CCCc1ccc(-c2ccc(/C=C/C(=O)O)cc2)nc1	1667	2032
O=C(Nc1cccc(C(=O)O)c1)/C(=C/c1ccc([N+](=O)[O-])cc1)NC(=O)c1ccccc1	1491	1634
CC(=O)N(\C=C/C=C/C=C1\Sc2ccccc2C1=O)c1ccccc1	1403	1709
O=C(CSc1nnnn1C1CCCCC1)N1CCN(C(=O)c2ccco2)CC1	1615	1731

Retrieved by structure from above, six records:
Compound	SRC3 TRFRET art	SRC1 TRFRET art
O=C(NCCC1=CCCCC1)C(=O)NCC(c1ccco1)N1CCN(c2ccccc2)CC1 (stereo unspecified)	1602	1554
CCOC(=O)c1ccc(NCCOC)c([N+](=O)[O-])c1	1718	1844
O=C(Nc1cccc(C(=O)O)c1)/C(=C/c1ccc([N+](=O)[O-])cc1)NC(=O)c1ccccc1	1491	1634
O=S(=O)(Nc1cccnc1)c1ccccc1	1271	1667
CC(=O)N(\C=C/C=C/C=C1\Sc2ccccc2C1=O)c1ccccc1	1403	1709
CCCc1ccc(-c2ccc(/C=C/C(=O)O)cc2)nc1	1667	2032

Further records follow:
Compound	SRC3 TRFRET art	SRC1 TRFRET art
O=C(CNC(=S)N(CCCN1CCOCC1)Cc1cccs1)N1CCCCCC1	1463	1611
CCN(CC)S(=O)(=O)c1ccc(C)c(NC(=O)CSc2nc3ccc(C)cc3[nH]2)c1	1536	1829
O=C(Nc1ccon1)c1ccc(N2CCCCC2)c([N+](=O)[O-])c1	1599	1935
O=C(Nc1nnc(Cc2ccc(Cl)cc2)s1)C1CCCO1 (stereo unspecified)	1440	1828
CCCCNC(=O)CCC(=O)Nc1ccc2nc(N3CCN(C)CC3)cc(C)c2c1	1750	1850
c1ccc(CCSc2ncnc3nc[nH]c23)cc1	1506	1957
Cc1ccc(NC(=O)CSc2ccc(C(N)=O)cc2[N+](=O)[O-])cc1C	1537	1501
CCOCCCNCC(=O)NCC1CCCCC1	1614	1811
O=c1[nH][nH]c(C(F)(F)F)c1/C=N/N1CCOCC1	1478	1785
COc1cc(/C=N/Nc2nc(Nc3ccccc3)nc(N3CCCCC3)n2)ccc1OCC(=O)O	1465	1438
CCNc1sc(S(C)(=O)=O)nc1S(=O)(=O)c1ccc(Cl)cc1	1477	1585
CCN1CCN(C(C(=O)NC2CCCC2)c2cc3c(cc2[N+](=O)[O-])OCO3)CC1 (stereo unspecified)	1467	1854
Cc1ccc2nc(C)cc(C(=O)OCC(=O)Nc3c(C)n(C)n(-c4ccccc4)c3=O)c2c1	1491	1860
COc1cc(NC(=O)COC(=O)c2cc(S(=O)(=O)N3CCCCC3)ccc2Cl)c(C)cc1[N+](=O)[O-]	1464	1658
CN(C)c1ccc(NC(=O)c2ccc3c(c2)nnn3C)cc1	1687	1487
CC1=C(C(=O)Nc2ccccc2)C(c2cccnc2)n2ncnc2N1 (stereo unspecified)	1862	1919
CCCCCC(=O)NC(CC(=O)OC)c1ccc2c(c1)OCO2 (stereo unspecified)	1581	1982
CC(=O)Oc1ccc2c(c1)Oc1cc(OC(C)=O)ccc1C21OC(=O)c2ccccc21	1530	1743
COc1cc(OC)cc(-c2nc3ccccc3c(=O)n2OC(=O)c2ccccc2C)c1	1671	1500
CC(C)[C@H](NC(N)=O)C(=O)Nc1ccc(Oc2ccccc2)cc1	1616	1534
Cc1cc(Br)ccc1SCC(=O)OCC(=O)Nc1ccccc1C#N	1509	2152
CC(=O)Nc1ccc(NC(=O)CSc2nnc(-c3ccc(NS(C)(=O)=O)cc3)n2C)cc1C	1559	1559
O=C(COC(=O)COc1ccc(Br)cc1)Nc1cccnc1Cl	1352	1681
COc1ccc(O)c(/C=N/NC(=S)Nc2cccnc2)c1	1534	1802
O=C(COC(=O)C1CCCN1C(=O)C12CC3CC(CC(C3)C1)C2)c1ccc(Br)cc1 (stereo unspecified)	1438	1703
CSc1cccc(CN2CCCC(CNC(=O)c3ccc(F)cc3)C2)c1 (stereo unspecified)	1610	1743
COc1cccc(C(Nc2ccccn2)c2oc(CO)cc(=O)c2O)c1 (stereo unspecified)	1487	1805
CC(C)(C)C(=O)Nc1nc2c(c(=O)[nH]1)CCCC2	1725	1844
O=C(N/N=C/c1ccc(OCC2COCCO2)cc1)c1ccc(Br)cc1 (stereo unspecified)	1640	1875
Cc1cc(C)cc(-n2c(N)c(C(=O)Nc3c(C)n(C)n(-c4ccccc4)c3=O)c3nc4ccccc4nc32)c1	1786	1697
COCC(C)n1c(C)cc(C(=O)COC(=O)C2=NN(c3ccccc3)C(=O)CC2)c1C (stereo unspecified)	1561	1960
CC1(C)Cc2c(sc3c4nnnn4c4nnnn4c23)CO1	1734	1896
Cc1ccccc1NC(=S)N1CCOCC1	1584	1789
Cc1ccc(NC(=O)Cc2n[nH]c(=S)n2C)cc1	1660	1884
CCC(C)n1c(=S)[nH]c2c(sc3ccc([N+](=O)[O-])cc32)c1=O (stereo unspecified)	1513	2189
COc1cc2c(cc1O)[C@H](Cc1ccc(Oc3cc(C[C@@H]4NCCc5cc(OC)c(O)cc54)ccc3O)cc1)NCC2	1653	1656
CCOc1ccc2oc(C(=O)OCC(=O)NC3CC3)c(C)c2c1	1305	1569
CC(=O)c1c(C)n(C)c2ccc(OC(=O)c3ccc([N+](=O)[O-])cc3)cc12	1599	1873
N#C/C(=C/c1ccc(-c2ccc(Br)cc2)o1)C(=O)NC1CCCCC1	1661	1808
COc1cc(C(Nc2ccc(S(=O)(=O)N3CCC(C)CC3)cc2)C(=O)NCC2CCCO2)cc(OC)c1OC (stereo unspecified)	1782	1750
Cc1ccn(C(=O)c2ccc(NC(=O)CC(C)C)cc2)n1	1569	1710
COC(=O)CSc1ccc2nnc(CCNS(=O)(=O)c3ccccc3)n2n1	1416	1696
CCS(=O)(=O)Nc1ccc(C2=NN(S(C)(=O)=O)C(c3cccs3)C2)cc1 (stereo unspecified)	1608	1711
Cc1cc(C)nc(NC(=NCCc2c[nH]c3ccccc23)NC(=O)Nc2ccc(Cl)c(Cl)c2)n1	1429	1637
COCCNc1nc2nonc2nc1N1CCCC1c1nccs1 (stereo unspecified)	1861	1832
Cc1ccc(C(=O)NNC(=O)Cc2cccs2)cc1	1722	2035
CCOC(=O)N1CCc2[nH]c3ccc(C)cc3c2C1	1697	2002
Cc1cc(NC(=O)CSc2nc3ccccc3n2CCC#N)no1	1634	1910
Cc1cccc(OCC(=O)NNC(=O)c2ccc([N+](=O)[O-])cc2)c1	1415	1602
CCN1CCN(c2cc(C)c3cc(NC(=S)N4CCOCC4)ccc3n2)CC1	1557	1601

The listing continues:
Compound	SRC3 TRFRET art	SRC1 TRFRET art
Cc1ccc(S(=O)(=O)N2CCN(CC(=O)N/N=C/c3ccc(C)o3)CC2)cc1	1633	1757
Cc1ccc(C(C)NC(=O)Cn2nc(C)c([N+](=O)[O-])c2C)cc1 (stereo unspecified)	1715	2276
C/C(=N/NC(=O)CNC(=O)c1ccccc1F)c1ccc2c(c1)CCCC2	1717	1911
COc1ccc(-c2nn(-c3ccccc3)cc2C(=O)OCC(=O)c2ccc(C)c([N+](=O)[O-])c2)cc1	1734	1860
O=S(=O)(c1ccc(Cl)c(S(=O)(=O)N2CCCC2)c1)N1CCCC1	1615	2023
CCCCC(=O)Nc1ccc(C(=O)NNC(=O)c2cccs2)cc1	1627	2012
COc1cccc2cc(S(=O)(=O)c3ccc(C)cc3)/c(=N/NS(=O)(=O)c3ccc(C)cc3)oc12	1475	1620
O=C(CN1CCN(C/C=C/c2ccccc2)CC1)Nc1ccc(F)cc1F	1585	1955
COc1ccc(/C=C(\C#N)C(=O)OCCNC(=O)c2ccncc2)cc1	1634	1828
Cc1nnc2ccc(-c3cccc(NC(=O)c4ccc(Br)o4)c3)nn12	1551	1772
O=C(COc1ccccc1C(=O)O)Nc1ccc(SC(F)F)cc1	1551	1882
COC(=O)c1ccc(CN2C(=O)C3CCCCC3C2=O)o1 (stereo unspecified)	1592	2108
Cc1ccc(-n2nnnc2-c2ccccc2)cc1	1603	1996
CC1CC(C)(C)NC(=S)O1 (stereo unspecified)	1457	1778
COc1cc(NC(=O)COC(=O)CNC(=O)c2cc(C)cc(C)c2)c(C)cc1[N+](=O)[O-]	1537	1740
Cc1ccccc1NC(=O)C1Cc2ccccc2CN1C(=O)OCc1ccccc1 (stereo unspecified)	1632	1981
COc1ccc(NC(=O)CSc2nnc(-c3cccs3)n2C)cc1OC	1427	1912
OCCN1C[C@H](O)[C@@H](O)[C@H](O)[C@H]1CO	1654	1896
Cc1ccsc1C(C(=O)NC(C)(C)C)N(C(=O)c1csnn1)c1ccccc1 (stereo unspecified)	1465	1801
O=c1[nH]n2c(=O)c3c([nH]c2c1N=Nc1ccccc1)CCC3	1615	1872
CC(C)(C)c1ccc(S(=O)(=O)C(C)(C)C)cc1	1845	1618
COC(=O)COc1ccc(NC(=O)Cn2nc(-c3ccccc3)c3ccccc3c2=O)cc1	1413	1803
CN(C)CCCn1c(=S)[nH]c2ccccc2c1=O	1468	1790
O=C(Nc1ccc(C(F)(F)F)cc1)c1ccccc1Br	1428	1847
Cc1ccc(/C=C/C(=O)N2CCN(S(=O)(=O)c3ccc(C)c(C)c3)CC2)o1	1636	2130
C/C(=N\N=C\c1cccc(F)c1)c1nnn(-c2nonc2N)c1C	1335	1674
CC(C)CNC(=S)Nc1ccccc1F	1416	1626
COc1ccc(NC(=O)/C=C2\SC(=O)NC2=O)cc1	1487	1746
COc1ccc(NS(=O)(=O)c2cc(NC(=O)C3CC3)ccc2N2CCCCC2)cc1	1546	2221
Cc1ccc(C(=O)N/N=C/C=C/c2ccccc2)cc1	1615	1709
